Assay outcomes (PubChem)
Lipid storage S3: qHTS Assay for Lipid Storage Modulators in Drosophila S3 Cells. Drosophila S3 cells, BODIPY lipid droplet fluorescence, 18-24 h; cells fed with added oleic acid. Potency in µM for hits, for the others lipid storage change, negative = inhibition, % at the top dose, mostly 46.1 µM. 320,000 tested, 0.64% active. AID 2685; active = well fitted inhibition curve with a large enough effect in the signal ratio, with a control signal flat, not every such curve was filed as active; inconclusive = small, poorly fitted or top-dose-only effect, or effect the other way, or a change in a side signal; the % refers to the signal ratio
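Drosophila S3 cells got compounds at several concentrations plus oleic acid (400 uM solution). Laser-scanning cytometry with 488 nm excitation read lipid droplets at 500-530 nm and cells at 575-640 nm. Percent activity was relative to 20 uM Triacsin C.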
Lipid storage S3 cell count max: recorded beside Lipid storage S3, whose call it bears; cell number change, %; measured here: cell count max response;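 cells counted by Cell Tracker Red CMTPX staining in the red channel; peak over a dose series mostly up to 46.1 µM; percent activity relative to internal control wells on each plate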
Starred values were filed as active, the others as inactive; i = inactive; ? = inconclusive; nt = no result given; [ ] = dose if it differs, or a comment. % is set by controls: 0 for no effect and ±100 for the full control effect; potency is the fitted concentration of half-maximal effect.

A first look:
SMILES	Lipid storage S3	Lipid storage S3 cell count max
Cc1cc(=O)oc2cc(NC(=O)CC3(CC(=O)O)CCCC3)ccc12	-13%	2
Cc1nc(-c2ccc(S(=O)(=O)N3CCN(c4cccc(C)c4C)CC3)cc2)co1	?	nt
O=C1CN(C(=O)COc2ccccc2Cl)c2ccccc2N1	?	nt
COc1ccc(/C=N/OCC(=O)NC(c2ccccc2)c2ccccc2)cc1OC	?	nt
O=C(c1cccc(C(F)(F)F)c1)C1CCCN(C(=O)CN2CCOC2=O)C1 (centres undefined)	8%	10
CCOc1ccc(NC(=O)CN(C)C(=O)CC2CCCCC2)cc1OCC	?	nt
Cc1ccccc1NC(=O)CSCCO	-1%	3

Main list, previewed entries included:
SMILES	Lipid storage S3	Lipid storage S3 cell count max
Cc1cc(=O)oc2cc(NC(=O)CC3(CC(=O)O)CCCC3)ccc12	-13%	2
Cc1nc(-c2ccc(S(=O)(=O)N3CCN(c4cccc(C)c4C)CC3)cc2)co1	?	nt
O=C1CN(C(=O)COc2ccccc2Cl)c2ccccc2N1	?	nt
COc1ccc(/C=N/OCC(=O)NC(c2ccccc2)c2ccccc2)cc1OC	?	nt
O=C(c1cccc(C(F)(F)F)c1)C1CCCN(C(=O)CN2CCOC2=O)C1 (centres undefined)	8%	10
CCOc1ccc(NC(=O)CN(C)C(=O)CC2CCCCC2)cc1OCC	?	nt
Cc1ccccc1NC(=O)CSCCO	-1%	3
NCCNC(=O)Cc1cccc(NC(=O)Cc2ccc(Nc3ncnc4c3ncn4[C@@H]3O[C@H](CO)[C@@H](O)[C@H]3O)cc2)c1	?	nt
CCOC(=O)C1CCN(C2CCN(C(=O)c3oc4c(C)c(C)ccc4c3C)CC2)CC1	?	nt
CC(C(=O)Nc1nccs1)N1C(=O)c2ccccc2S1(=O)=O (centres undefined)	24%	16
COc1ccc(CCN2CC(C(=O)NCCc3ccc(C(F)(F)F)cc3)CCC2=O)cc1 (centres undefined)	-15%	-14
OC(CNCc1cccs1)c1ccccc1 (centres undefined)	?	nt
C=CCNc1nc2c(c(=O)[nH]c(=O)n2C)n1CCCCC	?	nt
CCOc1ccc(C(=O)CSCCC(=O)O)cc1	-3%	11
CCOC(=O)N1CCN(c2c(N3CCN(c4ccc(OC)cc4)CC3)c(=O)c2=O)CC1	3%	6
Cc1cccc(C2c3[nH]c4ccccc4c3CCN2C(=O)CN2CCOC2=O)n1 (centres undefined)	?	nt
O=C(Cc1ccc(Cl)cc1)c1c[nH]c(C(=O)NCCCn2ccnc2)c1	24%	nt
C=CCN(C)CCCNC(=O)/C=N/O	-10%	-4
Cc1cccc(NC(=S)NCCc2c[nH]c3ccccc23)c1	17%	-5
Cc1nn(CC(=O)NCCc2ccc(Cl)cc2)c(=O)c2cccn12	i	14
O=C(/C=C/c1cnc2ccccc2n1)NC1CCCCCC1	?	nt
FC(F)(F)c1cccc(OCC2CNC(=S)O2)c1 (centres undefined)	7%	1
CCOC(=O)Cc1csc(/N=C/c2c(O)n(-c3ccccc3C(F)(F)F)c(=O)c3ccccc23)n1	-16%	-13
Cc1cc(C)n(-c2nc3ccccc3nc2N2CCC(C)CC2)n1	?	nt
O=C(CSc1nc2scc(-c3ccco3)c2c(=O)n1-c1ccccc1)N1CCOCC1	17%	1
N#CCCCCn1c(-c2cncs2)nc2ccccc21	?	nt
CCC1CCCCN1CCCNC(=O)c1ccc(CS(=O)(=O)c2ccccc2OC)o1 (centres undefined)	-127%	nt
C/C(=N\OCC(=O)Nn1c(=O)[nH]c2ccccc2c1=O)c1ccccc1	?	nt
CCOc1ccccc1NC(=O)C1=C(C)NC(=S)NC1c1cccs1 (centres undefined)	?	nt
COc1cc(OC)cc(-c2oc3cccnc3c2C#CCCO)c1	?	nt
Cc1ccc(NC(=S)NCCN(C2CCCCC2)C2CCCC2)cc1	-4%	0
CCCCN(C)C(=O)C1CCN(C/C(C)=C/c2ccccc2)CC1	4%	7
C=CCn1c(CCc2ccccc2)nnc1SCC(=O)OC	i	-14
Cc1c(Cl)c(C(=O)N2CCCC2)nn1C	5%	14
CC1(C)Cc2c(sc(NC(=O)c3ccc(S(=O)(=O)N4CCCC4)cc3)c2C#N)C(C)(C)N1	-8%	7
CC(=O)n1cc(-c2ccncc2)c2ccccc21	?	nt
COc1cccc(OCc2cc(C(=O)N3CCC(c4ccncc4)CC3)no2)c1	4.1µM*	nt
Cc1cc(NC(=O)CSc2nc3c(sc4ccccc43)c(=O)n2CCCN2CCOCC2)n[nH]1	?	nt
CS(=O)c1ccccc1-c1nc(-c2ccc(Cl)cc2)no1 (centres undefined)	?	nt
Cc1cc(C(=O)COC(=O)COc2ccccc2C#N)c(C)n1CC1CCCO1 (centres undefined)	4%	4

Arranged by value in Lipid storage S3 (smallest number first): some entries from above
SMILES	Lipid storage S3	Lipid storage S3 cell count max
CC1(C)Cc2c(sc(NC(=O)c3ccc(S(=O)(=O)N4CCCC4)cc3)c2C#N)C(C)(C)N1	-8%	7
Cc1ccc(NC(=S)NCCN(C2CCCCC2)C2CCCC2)cc1	-4%	0
Cc1cc(C(=O)COC(=O)COc2ccccc2C#N)c(C)n1CC1CCCO1 (centres undefined)	4%	4
Cc1c(Cl)c(C(=O)N2CCCC2)nn1C	5%	14

Carrying on:
SMILES	Lipid storage S3	Lipid storage S3 cell count max
COc1ccc(-c2cc(C(=O)N3CCCc4ccccc43)no2)cc1	?	nt
COCCCN(C(=O)Cc1csc(-c2cccc(Cl)c2)n1)c1c(N)n(Cc2ccccc2)c(=O)[nH]c1=O	?	nt
CC(=O)c1cnc(Nc2cccc(C)c2)s1	-1%	0
CC(=O)c1ccc(OCCCC(=O)N(CCC2=CCCCC2)c2c(N)n(Cc3ccccc3)c(=O)[nH]c2=O)cc1	?	nt
CCC1C/C(=C\c2cc(OC)c(OC)cc2OC)C(=O)/C(=C/c2cc(OC)c(OC)cc2OC)C1 (centres undefined)	?	nt
Cn1cccc1C(C(=O)NC1CCCCC1)N(C(=O)Cc1cccs1)C1CC1 (centres undefined)	?	nt
O=C(/C=C/c1ccco1)Nc1ccc(S(=O)(=O)N2CCOCC2)cc1	?	nt
COc1ccc(C(=O)N2CCc3ccccc32)cc1	7%	-2
CCOc1cc(S(=O)(=O)NCc2ccncc2)c(C)cc1C	-12%	-19
O=C(c1ccccc1F)N1CCN(S(=O)(=O)c2ccc(S(=O)(=O)N3CCCCCC3)cc2)CC1	5%	12
Cc1sc(NC(=O)c2ccco2)c(C(c2cccnc2)N2CCCC2)c1C (centres undefined)	-16%	-20
Cc1cc(Br)ccc1NC(=O)CN1C(=S)NC(C)(C)CC1C (centres undefined)	?	nt
O=[N+]([O-])c1cccc(NNS(=O)(=O)c2ccccc2F)c1	?	nt
CCOC(=O)c1cc(C#N)c(N2CCCC2)nc1-c1ccccc1	?	nt
COc1ccc(OC)c(Nc2nc(N)nc(-c3cc4ccccc4o3)n2)c1	?	nt
COc1cccc(NC(=O)Cn2c(=O)c3c(ncn3Cc3ccccc3)n(Cc3ccccc3)c2=O)c1	?	nt
Cc1nn(CSc2c(F)c(F)c(F)c(F)c2F)c(C)c1[N+](=O)[O-]	4%	-12
CCCCOC(=S)NC(=O)c1sc2ccccc2c1Cl	?	nt
Cc1cc(C)n2c(SCC(=O)Nc3c(C)n(C)n(-c4ccccc4)c3=O)nnc2n1	?	nt
CN(CC(=O)Nc1ccc(F)cc1)C(=O)COC(=O)CN1C(=O)NC2(CCCC2)C1=O	?	nt
CC1CCCC(N2C(=O)NC(NC(=O)c3ccco3)(C(F)(F)F)C2=O)C1C (centres undefined)	i	18
CCOCCOC(=O)C1=C(C)N(C)C(=O)NC1c1ccccc1Cl (centres undefined)	25%	-4
Cc1cccnc1NC(=O)NC(=O)c1ccc(C(C)(C)C)s1	7%	1
CCOc1ccccc1CSc1nc2ccccc2[nH]1	?	nt
CCc1c(C)sc(NC(=O)c2cc(CC(C)C)on2)c1C#N	-7%	9
Cc1ccc(S(=O)(=O)N(CC(=O)NCc2ccccn2)c2ccc(Cl)cc2)cc1	i	-11
CCCCOc1ccc(C(=O)N2CCCC2C(=O)O)cc1 (centres undefined)	1%	2
COCc1cc(=O)n2[nH]c(-c3ccco3)cc2n1	?	nt
O=C(COC(=O)c1cc(-c2cccs2)nc2ccccc12)NCc1ccco1	?	nt
O=c1oc(-c2ccccc2)nc2c1cnn2-c1ccccc1	2%	-4
O=C(Nc1nccs1)c1cn(-c2ccccc2)nc1-c1ccncc1	?	nt
Cc1ccc(CNC(=O)COC(=O)c2cc(C)oc2C)cc1	?	nt
Cc1cc(C(=O)NC(C)c2ccc3c(c2)OCO3)cs1 (centres undefined)	9%	12
CC(C)C[C@H](N)c1nnc(SCc2ccc(Cl)cc2)o1	?	nt
N/C(CCN1CCOCC1)=N/O	-1%	-9
O=C(c1cc2ccccc2o1)N1CCN=C1SCc1cccnc1	?	nt
Cc1[nH]c2ccc(C(=O)OC(C)C(=O)N(C)C3CCCCC3)cc2c1C (centres undefined)	i[0.0737 µM]	-13
CC(C)C(=O)NC(=S)Nc1ccccc1C(F)(F)F	21%	-2
CCCOc1ccc(/C=C/C(=O)Nc2ccc([N+](=O)[O-])cc2C)cc1	?	nt
COc1cc(C(=O)NC2CCCCC2)ccc1OCc1ccc(Cl)cc1Cl	?	nt
COc1cc(OC)cc(C(=O)Nc2cccc3c2CCCC3)c1	6%	-11
C=CCN1c2ccc(Br)cc2C(=O)CS1(=O)=O	-14%	17
CCCCCOc1ccc(C(=O)C(c2ccccc2)N2CCOCC2)cc1 (centres undefined)	-14%	-3
CC(=O)C1=C(O)C(=O)N(c2nnn(C)n2)C1c1cccs1 (centres undefined)	?	nt
COC(=O)/C=C1\SC(=NC(=O)c2cccc([N+](=O)[O-])c2)NC1=O	i	26
COc1ccc(C(C(=O)NC2CCCCC2)N(Cc2ccco2)C(=O)c2ccccn2)c(OC)c1 (centres undefined)	i	8
CC(C)C(NC(=O)C1CCCCC1)C(=O)Nc1ccccn1 (centres undefined)	?	nt
COc1ccccc1NC(=O)c1cc(-c2ccc(OC)c(OC)c2)nc2ccccc12	i	-19
COc1cc(-c2[nH]ncc2CN2CCN(Cc3cccs3)CC2)cc(OC)c1OC	-2%	2
CCCN(CCC)S(=O)(=O)c1cccc(C(=O)Nc2ccc3c(c2)OCO3)c1	?	nt
(next part)
SMILES	Lipid storage S3	Lipid storage S3 cell count max
Cc1cccc(COc2ccc(/C=C3/C(=O)N(C)C(=S)N3C)cc2)c1	7%	19
Cc1ccc(S(=O)(=O)N2CCC(=O)N(CCOC(=O)NCc3ccccc3)CC2)cc1	-4%	-19
CCCOc1ccc(C(=O)Nc2ccc(CN3CCOCC3)cc2)cc1	?	nt
Cc1ccc(C(=O)OCc2nnc(-c3ccccc3)o2)cc1S(=O)(=O)N1CCOCC1	i	18
O=S(=O)(NCCO)c1cccc2cccnc12	?	nt
O=c1[nH]ncn1-c1ccccc1C(F)(F)F	i	nt
CC(=O)Nc1ccc(NS(=O)(=O)c2ccc3ccccc3c2)cc1	i	nt
CC1O[C@@H]2O[C@](O[C@H](C)CC[C@@H](C)O)(c3ccccc3)O[C@@H]2C[C@H]1O (some centres undefined)	i	13
CCOC(=O)c1cccc(C(=O)OCC)n1	-7%	-8
CCCc1nnc(NS(=O)(=O)c2ccccc2)s1	?	nt
CCOC(=O)c1c(O)c2cc(Cl)ccc2n(CC)c1=O	?	nt
O=C(Cc1ccccc1)NCC(=O)Nc1cccc(Br)c1	2%	-9
O=C(Nc1ncc2c(n1)-c1ccccc1CC2)c1ccccc1	?	nt
O=C(Nc1cccc([N+](=O)[O-])c1)c1ccc2nsnc2c1	i	22
COc1ccccc1/C=N/NC(=O)c1cc2c(OC)c(OC)ccc2[nH]1	?	nt
COc1cc(OC)c(NC(=O)c2sc3ncn(CC(=O)N4CCN(c5ccccn5)CC4)c(=O)c3c2C)cc1Cl	?	nt
CCOc1ccc(N(CC(=O)N2CCN(c3ccccc3OC)CC2)S(=O)(=O)c2ccc(C)cc2)cc1	?	nt
Cc1nc2sc3c(c2c(=O)n1/N=C/c1cccnc1)CCCC3	?	nt
CC1(C)CC(=O)C2=C(C1)OC(N)=C(C#N)C2c1ccc[nH]1 (centres undefined)	4%	5
CS(=O)(=O)N1CCC(C(=O)NCc2ccccc2)CC1	?	nt

Retrieved by compound from the entries so far (2):
SMILES	Lipid storage S3	Lipid storage S3 cell count max
CCOC(=O)c1c(O)c2cc(Cl)ccc2n(CC)c1=O	?	nt
O=C(Nc1ncc2c(n1)-c1ccccc1CC2)c1ccccc1	?	nt

Next section.
SMILES	Lipid storage S3	Lipid storage S3 cell count max
COc1cccc(N2CCN(Cc3nc(N)nc(N4CCCc5ccccc54)n3)CC2)c1	i	8
Cc1ccccc1NC(=S)NCC1CCC(CNC(=S)Nc2ccccc2C)CC1 (centres undefined)	3%	16
Cc1ccc(-c2nnc(SCC(=O)NCC3CCCO3)nc2-c2ccc(C)cc2)cc1 (centres undefined)	27%	nt
C[C@H](NC(=O)[C@H](Cc1ccccc1)n1c(=O)[nH]c2ccccc2c1=O)C(=O)N1CCC(C(=O)O)CC1	-17%	-2
CCN(CC(=O)Nc1ccc(OC)cc1)C(=O)c1ccc(N2C(=O)CCC2=O)cc1	?	nt
COc1ccc(F)c(CN2CCC(N3CCC(C(=O)N4CCOCC4)CC3)CC2)c1	-3%	12
O=C(NNS(=O)(=O)c1ccc(F)cc1)C1CCCCC1	?	nt
Cc1ccnc(NS(=O)(=O)c2ccc(NC(=O)c3ccccc3F)cc2)n1	i	-6
CC(C)(C)C(=O)N1N=C(c2cccc(NS(C)(=O)=O)c2)CC1c1cccs1 (centres undefined)	0%	-17
Cc1ccc(-c2c(C(=O)N/N=C/c3ccsc3)nnn2-c2nonc2N)cc1	20%	20
Nc1ccc(S(=O)(=O)NCC(=O)OCCOc2ccccc2)cc1[N+](=O)[O-]	?	nt

The list is partial. The share of hits here may be higher or lower than overall.
